BioA inh: blocks M. tuberculosis BioA enzyme activity; purified M. tuberculosis BioA enzyme, plate reader; inhibition, % at 9.99 µM; 360,000 compounds, 0.096% hits; AID 602481; in the data active = inhibition above about 40%
An asterisk follows results filed as active. A portion of the library; count on the stated rates, not on these rows.

SMILES | BioA inh
CN1C(=O)c2cc(NC(=O)c3ccccc3)ccc2OC[C@H]2O[C@H](CC(=O)NCC3CC3)CC[C@@H]21 | 0.4
COc1ccc(CN(C)C[C@@H]2Oc3c(NC(=O)Nc4c(C)noc4C)cccc3C(=O)N([C@H](C)CO)C[C@@H]2C)cc1 | -0.9
CCCN(C)C[C@@H]1Oc2ncc(C#Cc3ccc(OC)c(OC)c3)cc2C(=O)N([C@H](C)CO)C[C@@H]1C | -5.3
C[C@@H]1CN([C@H](C)CO)C(=O)c2cc(NC(=O)CCCCCC(=O)Nc3ccccc3N)ccc2O[C@@H]1CN(C)Cc1ccncc1 | 0.8
COc1ccc(CN(C)C[C@@H]2Oc3ccc(NS(=O)(=O)c4ccccc4)cc3C(=O)N([C@@H](C)CO)C[C@@H]2C)cc1 | -3.9
CN1C(=O)c2cc(NS(C)(=O)=O)ccc2OC[C@@H]2O[C@H](CC(=O)NCc3ccccc3)CC[C@@H]21 | -1.8
COc1cccc(S(=O)(=O)N2CCCCN3[C@H](CO)[C@@H](c4ccc(C#CCC(C)C)cc4)[C@@H]3C2)c1 | 5.4
CCNC(=O)C[C@@H]1CC[C@H]2[C@@H](COc3ccc(NC(=O)c4cscn4)cc3C(=O)N2C)O1 | 2.6
CC(C)NC(=O)N(C)C[C@@H]1Oc2cc(-c3ccccc3F)ccc2S(=O)(=O)N([C@H](C)CO)C[C@@H]1C | -0.8
C[C@@H]1CN([C@H](C)CO)C(=O)Cc2cc(NC(=O)Nc3ccc(C(F)(F)F)cc3)ccc2O[C@H]1CN(C)CC1CCCCC1 | -0.3
CNC(=O)C[C@@H]1CC[C@@H]2[C@H](COC[C@H](O)CN2C(=O)c2ccccn2)O1 | 1.6
O=C(Nc1ccc(F)cc1)N[C@@H]1CC[C@H](CCn2cc(-c3ccc(F)cc3)nn2)O[C@@H]1CO | -0.2
C[C@@H]1CN([C@H](C)CO)C(=O)Cc2cc(NC(=O)Cc3cn(C)c4ccccc34)ccc2O[C@H]1CN(C)C(=O)Nc1ccc2c(c1)OCO2 | -1.9
C[C@H](CO)N1C[C@H](C)[C@H](CN(C)C(=O)c2ccccc2F)Oc2cc(-c3ccc(F)cc3)ccc2S1(=O)=O | -0.3
COc1cccc(C#Cc2cnc3c(c2)C(=O)N([C@@H](C)CO)C[C@H](C)[C@H](CN(C)CC2CC2)O3)c1 | -2.6
COc1ccc(C#Cc2ccc3c(c2)O[C@H](CN(C)C(=O)NC2CCCCC2)[C@H](C)CN([C@@H](C)CO)S3(=O)=O)cc1 | -3.4
C[C@H](O)C#Cc1ccc2c(c1)O[C@@H](CN(C)C(=O)c1ccncc1)[C@H](C)CN([C@H](C)CO)S2(=O)=O | 4.8
COc1cccc(-c2cnc3c(c2)C(=O)N([C@@H](C)CO)C[C@@H](C)[C@@H](CN(C)CC2CCOCC2)O3)c1 | -1.0
O=C(Cc1ccccc1)N1C[C@H]2[C@@H](c3ccccc31)[C@@H](CO)N2C(=O)Cc1ccccc1 | -4.6
CC(C)NC(=O)Nc1ccc2c(c1)C(=O)N([C@@H](C)CO)C[C@H](C)[C@H](CN(C)C(=O)c1ccncc1)OCCCC[C@@H](C)O2 | -0.5
C[C@@H]1CN([C@H](C)CO)C(=O)Cc2cc(NC(=O)Cc3ccccc3)ccc2O[C@H]1CN(C)C | 2.6
COc1ccc(CN(C)C[C@@H]2Oc3ccc(NS(=O)(=O)c4ccc(F)cc4)cc3C(=O)N([C@H](C)CO)C[C@@H]2C)cc1 | 0.7
COc1ccc(CN(C)C[C@@H]2Oc3ccc(NS(=O)(=O)c4ccccc4)cc3CC(=O)N([C@H](C)CO)C[C@H]2C)cc1 | -1.3
Cc1ccc(S(=O)(=O)N(C)C[C@H]2Oc3ccc(NS(=O)(=O)c4ccc(Cl)cc4)cc3CC(=O)N([C@@H](C)CO)C[C@H]2C)cc1 | -0.2
Cc1noc(C)c1S(=O)(=O)Nc1ccc2c(c1)CC(=O)N([C@H](C)CO)C[C@@H](C)[C@H](CN(C)Cc1ccc(C(=O)O)cc1)O2 | -2.2
COc1ccc(NC(=O)Nc2ccc3c(c2)C(=O)N([C@@H](C)CO)C[C@@H](C)[C@@H](CN(C)Cc2ccccc2)O3)cc1 | -0.8
C[C@@H]1CCCCO[C@H](CN(C)Cc2ccc(Cl)c(Cl)c2)[C@@H](C)CN([C@@H](C)CO)C(=O)c2cc(NC(=O)CCC(F)(F)F)ccc2O1 | -0.7
C/C=C/c1ccc2c(c1)O[C@@H](CN(C)C(=O)CN1CCOCC1)[C@@H](C)CN([C@H](C)CO)S2(=O)=O | 2.1
Cc1noc(C)c1NC(=O)Nc1ccc2c(c1)CC(=O)N([C@@H](C)CO)C[C@H](C)[C@@H](CN(C)C(=O)Nc1ccccc1)O2 | 1.9
C[C@H]1CN([C@@H](C)CO)C(=O)Cc2cc(NC(=O)Nc3ccccc3)ccc2O[C@@H]1CN(C)C(=O)Nc1cccc2ccccc12 | -2.4

Not a retest: entries from further up.
SMILES | BioA inh
C[C@@H]1CN([C@H](C)CO)C(=O)Cc2cc(NC(=O)Cc3ccccc3)ccc2O[C@H]1CN(C)C | 2.6
COc1ccc(CN(C)C[C@@H]2Oc3ccc(NS(=O)(=O)c4ccc(F)cc4)cc3C(=O)N([C@H](C)CO)C[C@@H]2C)cc1 | 0.7

More compounds
SMILES | BioA inh
COCC#Cc1cnc2c(c1)C(=O)N([C@H](C)CO)C[C@H](C)[C@@H](CN(C)C(=O)C1CCC1)O2 | -3.5
CCC(=O)Nc1ccc2c(c1)C(=O)N(C)[C@H]1CC[C@H](CC(=O)Nc3ccc(C(C)C)cc3)O[C@@H]1CO2 | 2.0
O=C(C[C@@H]1CC[C@@H](NS(=O)(=O)c2ccc(F)cc2)[C@H](CO)O1)N1CCN(c2ccccc2)CC1 | 4.1
Cc1noc(C)c1S(=O)(=O)N(C)C[C@H]1OCCCC[C@@H](C)Oc2ccc(NC(=O)C3CCCCC3)cc2C(=O)N([C@H](C)CO)C[C@@H]1C | -0.5
CN1C(=O)c2cc(NC(=O)NC3CCCC3)ccc2OC[C@@H]2O[C@@H](CC(=O)NCC3CC3)CC[C@H]21 | 0.1
COc1ccc(NC(=O)Nc2ccc3c(c2)C(=O)N([C@@H](C)CO)C[C@@H](C)[C@@H](CN(C)Cc2ccc(C(=O)O)cc2)O3)cc1 | 1.8
C[C@@H]1CCCCO[C@H](CN(C)Cc2ccc(C(=O)O)cc2)[C@@H](C)CN([C@@H](C)CO)C(=O)c2cc(NC(=O)CCC(F)(F)F)ccc2O1 | -0.3
CN1C(=O)c2cc(NS(=O)(=O)c3ccccc3F)ccc2OC[C@@H]2O[C@@H](CC(=O)NC3Cc4ccccc4C3)CC[C@H]21 | -0.8
Cc1ccc(S(=O)(=O)N(C)C[C@@H]2Oc3cc(C#Cc4ccccc4)ccc3S(=O)(=O)N([C@H](C)CO)C[C@H]2C)cc1 | -2.2
C[C@H](CO)N1C[C@H](C)[C@H](CN(C)Cc2cccc(C(F)(F)F)c2)Oc2ncc(/C=C/c3ccccc3)cc2C1=O | 1.0
C[C@H]1CN([C@@H](C)CO)C(=O)c2cc(NC(=O)Nc3cccc4ccccc34)ccc2O[C@@H]1CN(C)C(=O)Nc1ccccc1 | -2.1
COC(=O)C(CC#Cc1ccc2c(c1)[C@]1(C(=O)N2)[C@H](C(=O)N2CCCCCCC2)[C@H]2C(=O)O[C@H](c3ccccc3)[C@H](c3ccccc3)N2[C@@H]1c1ccc(OCCO)cc1)C(=O)OC | -8.9
C[C@@H]1CN([C@H](C)CO)C(=O)c2cc(C#Cc3ccccn3)cnc2O[C@H]1CN(C)C(=O)c1cnccn1 | 3.3
O=C(C[C@@H]1C=C[C@H](NC(=O)CCN2CCCCC2)[C@@H](CO)O1)NCc1ccc(Cl)c(Cl)c1 | -0.3
C[C@@H]1CN([C@H](C)CO)C(=O)c2cccc(NC(=O)NC3CCCCC3)c2O[C@@H]1CN(C)Cc1ccccc1 | -2.1
Cc1ccc(-c2cnc3c(c2)C(=O)N([C@H](C)CO)C[C@@H](C)[C@H](CN(C)CC2CCCCC2)O3)cc1 | 2.0
C[C@H]1CN([C@@H](C)CO)S(=O)(=O)c2ccc(C#CC3CC3)cc2O[C@H]1CN(C)C(=O)c1cccc(F)c1 | 2.1
O=C(CN1CCOCC1)N1CCCCN2[C@H](CO)[C@H](c3ccc(Br)cc3)[C@@H]2C1 | 5.5
CO[C@@H]1CN(C)C(=O)c2ccc(NS(=O)(=O)CC(F)(F)F)cc2OC[C@@H](C)N(Cc2nccs2)C[C@@H]1C | 0.0
CC(C)CC#Cc1ccc2c(c1)O[C@@H](CN(C)S(=O)(=O)c1ccc(F)cc1)[C@H](C)CN([C@@H](C)CO)S2(=O)=O | -1.1
C[C@H](CO)N1C[C@H](C)[C@H](CN(C)C(=O)NC2CCCCC2)OCCCC[C@H](C)Oc2ccc(NC(=O)c3ccncc3)cc2C1=O | 1.5
CO[C@H]1CN(C)C(=O)c2cc(NC(=O)Cc3ccccc3)ccc2OC[C@H](C)N(C)C[C@@H]1C | -0.7
C[C@@H]1CCCCO[C@@H](CN(C)C(=O)CCC(F)(F)F)[C@H](C)CN([C@H](C)CO)C(=O)c2cc(NC(=O)C3CCCCC3)ccc2O1 | 0.2
C[C@H]1CN([C@@H](C)CO)C(=O)Cc2cc(NC(=O)Nc3cccc4ccccc34)ccc2O[C@@H]1CN(C)C(=O)Nc1ccc2c(c1)OCO2 | -3.2
CC(=O)N(C)C[C@@H]1Oc2cc(C#C[C@@H](C)O)ccc2S(=O)(=O)N([C@H](C)CO)C[C@H]1C | -1.7
CC(C)NC(=O)Nc1ccc2c(c1)C(=O)N(C)[C@@H]1CC[C@H](CC(=O)NCc3ccc(F)cc3)O[C@@H]1CO2 | -1.0
CN1C(=O)c2cc(NC(=O)c3ccc(C(F)(F)F)cc3)ccc2OC[C@@H]2O[C@H](CC(=O)O)CC[C@H]21 | -2.0
COc1ccc(NC(=O)Nc2ccc3c(c2)C(=O)N([C@H](C)CO)C[C@H](C)[C@H](CN(C)C(=O)NC(C)C)OCCCC[C@H](C)O3)cc1 | 4.7
COc1ccccc1CNC(=O)C[C@H]1CC[C@@H]2[C@H](COC[C@H](O)CN2Cc2ccccc2)O1 | 1.5
CCC(=O)N[C@H]1CC[C@H](CC(=O)NCc2cc(F)cc(F)c2)O[C@H]1CO | -0.3
CC(C)CC#Cc1cnc2c(c1)C(=O)N([C@@H](C)CO)C[C@@H](C)[C@@H](CN(C)Cc1ccc(F)cc1)O2 | 3.9
C[C@@H]1CCCCO[C@@H](CN(C)S(=O)(=O)c2ccc(Cl)cc2)[C@@H](C)CN([C@@H](C)CO)C(=O)c2cc(NS(=O)(=O)c3cccs3)ccc2O1 | -2.3
COCC(=O)N(C)C[C@@H]1Oc2cc(-c3ccncc3)ccc2S(=O)(=O)N([C@@H](C)CO)C[C@@H]1C | -0.8
COCC#Cc1cnc2c(c1)C(=O)N([C@H](C)CO)C[C@@H](C)[C@@H](CN(C)Cc1ccc(F)cc1)O2 | 0.8
C[C@@H]1CN([C@@H](C)CO)C(=O)Cc2cc(NC(=O)Cc3ccccc3)ccc2O[C@@H]1CN(C)CC1CCCCC1 | -1.7
COCC#Cc1ccc2c(c1)O[C@@H](CN(C)C(=O)c1ccccc1F)[C@@H](C)CN([C@H](C)CO)S2(=O)=O | 1.1
COc1ccc(NC(=O)N2CCCCN3[C@H](CO)[C@H](c4ccc(C#CCC(C)C)cc4)[C@H]3C2)cc1 | 2.1
COc1ccc(S(=O)(=O)N(C)C[C@H]2Oc3c(NC(=O)c4ccncc4)cccc3C(=O)N([C@@H](C)CO)C[C@H]2C)cc1 | -1.2
O=C(C[C@@H]1C=C[C@H](NC(=O)c2ccncc2)[C@H](CO)O1)NCCc1ccncc1 | 1.7
CN(C[C@@H]1[C@H](c2ccccc2)[C@H](CO)N1C(=O)C1CC1)C(=O)c1ccccn1 | 2.2
COc1ccccc1CNC(=O)C[C@@H]1C=C[C@@H](NC(C)=O)[C@H](CO)O1 | -1.0
Cc1ccc(S(=O)(=O)Nc2ccc3c(c2)C(=O)N([C@@H](C)CO)C[C@@H](C)[C@@H](CN(C)Cc2ccc4c(c2)OCO4)OCCCC[C@@H](C)O3)cc1 | 0.7
C[C@H]1CN([C@@H](C)CO)S(=O)(=O)c2ccc(C3=CCCCC3)cc2O[C@@H]1CN(C)C(=O)c1ccc(F)cc1 | 1.5
COc1ccc(NC(=O)N[C@H]2C=C[C@@H](CC(=O)NCc3ccccn3)O[C@@H]2CO)cc1 | -2.1
O=C(C[C@@H]1CC[C@H]2[C@@H](COC[C@H](O)CN2CCc2ccccc2)O1)NCCCN1CCOCC1 | -1.7
Cc1noc(C)c1S(=O)(=O)N(C)C[C@@H]1Oc2ccc(NS(=O)(=O)c3ccccc3)cc2CC(=O)N([C@H](C)CO)C[C@H]1C | -1.5
COc1ccc(NC(=O)Nc2ccc3c(c2)[C@@H]2C[C@H](CC(=O)O)O[C@@H](CO)[C@@H]2O3)cc1 | -0.8

Reprinted from above, 11 compounds:
SMILES | BioA inh
COc1ccc(NC(=O)N2CCCCN3[C@H](CO)[C@H](c4ccc(C#CCC(C)C)cc4)[C@H]3C2)cc1 | 2.1
COc1ccc(S(=O)(=O)N(C)C[C@H]2Oc3c(NC(=O)c4ccncc4)cccc3C(=O)N([C@@H](C)CO)C[C@H]2C)cc1 | -1.2
O=C(C[C@@H]1C=C[C@H](NC(=O)c2ccncc2)[C@H](CO)O1)NCCc1ccncc1 | 1.7
CN(C[C@@H]1[C@H](c2ccccc2)[C@H](CO)N1C(=O)C1CC1)C(=O)c1ccccn1 | 2.2
COc1ccccc1CNC(=O)C[C@@H]1C=C[C@@H](NC(C)=O)[C@H](CO)O1 | -1.0
Cc1ccc(S(=O)(=O)Nc2ccc3c(c2)C(=O)N([C@@H](C)CO)C[C@@H](C)[C@@H](CN(C)Cc2ccc4c(c2)OCO4)OCCCC[C@@H](C)O3)cc1 | 0.7
C[C@H]1CN([C@@H](C)CO)S(=O)(=O)c2ccc(C3=CCCCC3)cc2O[C@@H]1CN(C)C(=O)c1ccc(F)cc1 | 1.5
COc1ccc(NC(=O)N[C@H]2C=C[C@@H](CC(=O)NCc3ccccn3)O[C@@H]2CO)cc1 | -2.1
O=C(C[C@@H]1CC[C@H]2[C@@H](COC[C@H](O)CN2CCc2ccccc2)O1)NCCCN1CCOCC1 | -1.7
Cc1noc(C)c1S(=O)(=O)N(C)C[C@@H]1Oc2ccc(NS(=O)(=O)c3ccccc3)cc2CC(=O)N([C@H](C)CO)C[C@H]1C | -1.5
COc1ccc(NC(=O)Nc2ccc3c(c2)[C@@H]2C[C@H](CC(=O)O)O[C@@H](CO)[C@@H]2O3)cc1 | -0.8

Screening results: PubChem, Broad Institute
